High-throughput results from PubChem BioAssay.
SR-BI HDL uptake – inhibitors of mouse SR-BI mediated HDL lipid uptake. Q61009. ldlA[mSR-BI] CHO cells, DiI-HDL uptake fluorescence, 3 h. inhibition, % at 12.5 µM. 320,000 compounds, 0.96% hits;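 active = mean replicate inhibition of at least 70% and a set share of replicates each scoring 70 or more; inconclusive = meets just one of the two criteria; inactive = fails both criteria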;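 also: 0% = median of neutral control wells and 100% = median of positive control wells; values of inactives mirror those of a sister screen read the other way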
Target sequence (Q61009 whole entry, looked up): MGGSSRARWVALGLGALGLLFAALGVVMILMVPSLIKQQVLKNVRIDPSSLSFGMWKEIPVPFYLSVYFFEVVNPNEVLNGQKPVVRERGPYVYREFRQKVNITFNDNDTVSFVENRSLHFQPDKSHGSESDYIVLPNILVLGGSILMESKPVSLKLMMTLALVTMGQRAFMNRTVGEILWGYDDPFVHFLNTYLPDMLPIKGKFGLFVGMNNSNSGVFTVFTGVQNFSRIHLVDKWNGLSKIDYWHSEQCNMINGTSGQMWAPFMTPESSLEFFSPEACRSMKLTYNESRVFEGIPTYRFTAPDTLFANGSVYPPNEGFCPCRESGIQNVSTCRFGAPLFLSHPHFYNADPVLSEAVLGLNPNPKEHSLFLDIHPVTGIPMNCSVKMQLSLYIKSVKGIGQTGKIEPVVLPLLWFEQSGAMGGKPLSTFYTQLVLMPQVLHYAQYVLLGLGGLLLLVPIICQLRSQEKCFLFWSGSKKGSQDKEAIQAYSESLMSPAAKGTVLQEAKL
phage Ecoli inh – E. coli growth loss with phage present | growth absorbance | inhibition, % at 11.9 µM | 360,000 compounds, 0.26% hits; in the data active = inhibition above about 11%
Wnt bcat act – Wnt/beta-catenin pathway activation | activation, % at 9.35 µM | AID 743398 | 300,000 compounds, 1.2% hits | Wnt/beta-catenin reporter cell assay, activator, plate reader; in the data active = activation above about 30%, passing the limit was not always enough; inconclusive = no clear call, values can overlap the other calls;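 also: 0% = neutral control wells and 100% = positive control wells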
AddAB inh – less growth of phage-infected E. coli with AddAB; E. coli expressing H. pylori AddAB, absorbance growth; inhibition, % at 11.9 µM; 330,000 compounds, 0.29% hits; AID 435030; in the data active = inhibition above about 12%;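 also: 0% = vehicle wells of infected cells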
SR-BI DiI-HDL act – enhances SR-BI lipid uptake from DiI-HDL. CHO ldlA[mSR-BI] cells, DiI-HDL uptake fluorescence, 3 h; 100 = double the neutral-control signal. activation, % at 12.5 µM. 320,000 compounds, 0.096% hits. AID 504775;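 active = mean replicate activation of at least 60% and every replicate at or above 60%; inconclusive = mean or all-replicate condition met, but not both; inactive = mean below 60% and not all replicates reaching 60%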;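 also: 0% = median plate neutral-control signal and 100% = twice that signal; values of inactives mirror those of a sister screen read the other way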
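Assay system: LDL receptor-deficient CHO ldlA cells overexpressing murine SR-BI / Medium: BSA-supplemented, HEPES-buffered Ham's F12, pH 7.4 / Probe or stimulus: DiI-labelled HDL at 10 µg/mL final / Timing: compound with DiI-HDL co-incubation, 3 h at 37 °C / Technique: bottom-read cell fluorescence after medium removal, ex 550/em 595 nm / Measure: HDL uptake via cellular fluorescence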
CAL PDZ FP-1 – blocks peptide binding to the human CAL PDZ domain; Q9HD26; purified CAL PDZ, TMR-peptide fluorescence polarization, 1 h; inhibition, % at 24.9 µM; 300,000 compounds, 0.92% hits; AID 602252;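 active = mean inhibition of at least 30% with at least half of replicates also reaching 30%; inconclusive = no clear call, values can overlap the other calls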;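 also: 0% = DMSO neutral control and 100% = excess unlabeled competitor peptide PRC23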
Tat transport – blocks Tat-dependent protein export in E. coli. E. coli MC4100 TorA-mCherry Tat export, fluorescence. inhibition, % at 10 µM. 340,000 compounds, 0.036% hits. AID 488895;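 active = mean replicate inhibition at least 50% and at least half of replicates individually reaching 50%; inconclusive = only one of the two criteria met; inactive = neither criterion met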;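 also: exported cargo escapes ClpAP degradation while cytoplasmic cargo is degraded and loses fluorescence; 0% = median of neutral control wells and 100% = median of NaSCN control wells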
CAL PDZ FP-2 – human CAL PDZ-peptide interaction inhibition. Q9HD26. purified CAL PDZ, TMR-peptide fluorescence polarization, 1 h. inhibition, % at 20 µM. 330,000 compounds, 0.02% hits. AID 504414;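 active = highest replicate inhibition of at least 40%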;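 also: plate controls were DMSO neutral control wells for no effect and unlabeled competitor peptide control wells for full effect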
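Material: tagged CAL PDZ domain; buffer or medium: 25 mM sodium phosphate pH 7.4, 150 mM NaCl, TCEP, IgG, Thesit; compound dosing: single point, 20 µM; schedule: 1 h incubation at room temperature before polarization reading; measured by: FP readout, S and P plane fluorescence; read-out basis: percent inhibition from loss of millipolarization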
E coli growth – reduces bacterial viability in AddAB counter-screen; E. coli V3065 growth, OD600 absorbance, 18 h; inhibition, % at 11.9 µM; 330,000 compounds, 0.27% hits; AID 449728;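 active = inhibition above the campaign's mean inhibition across all tested compounds plus 3 SD, cut at about 9.9% in these data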;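 also: uninfected addAB+ strain grown without phage in ampicillin broth; 0% = DMSO wells and 100% = ciprofloxacin 0.95 µg/ml wells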
MITF TRPM1 HTS – increases MITF-driven TRPM1 promoter luciferase signal | 300,000 compounds, 0.75% hits | SK-MEL-5 TRPM1-promoter luciferase, 24 h; % of positive control, neutral wells = 0 | activation, % at 12.5 µM;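 active = mean activation of at least 80% with every replicate also reaching 80%; inconclusive = mean reaches 80% but some replicate falls short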;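 also: 0% = neutral control wells and 100% = parthenolide positive control wells; values of inactives mirror those of a sister screen read the other way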
* marks the source's active call; other numbers are inactive results; ? = inconclusive; . = no result given. Compounds as they come. About 3.6% of those tested had a hit in this group.

SMILES,SR-BI HDL uptake,E coli growth,SR-BI DiI-HDL act,CAL PDZ FP-1,Tat transport,MITF TRPM1 HTS,phage Ecoli inh,AddAB inh,CAL PDZ FP-2,Wnt bcat act
Cc1ccc(Cl)cc1NC(=O)CN1C(=O)NC2(CCCCCC2)C1=O,-6,1.1,6,-3,-5,-4,6.7,1.4,0.7,-1
COc1ccc(-c2nc(-c3cccs3)no2)cc1,.,-0.2,.,1,3,-23,0.5,0.6,-3.2,9
CC(Sc1nc2ccccc2c(=O)n1C)C(=O)N(C)C1CCCCC1 (centres undefined),-21,1.7,21,0,-10,-27,1.8,0.5,-0.3,-3
COc1cc2c(cc1OC)C(C)N(CC(=O)Nc1ccc(C)c(S(=O)(=O)N3CCOCC3)c1)CC2 (centres undefined),56,-3.1,-56,-1,-2,-3,0.9,1.9,-1.7,-4
O=C(NCc1ccc(Cl)cc1)C1CCCO1 (centres undefined),.,-0.3,.,2,-1,6,0.1,-1.1,-0.4,1
CC(NC(=O)[C@@H](NC(=O)[C@@H]1Cc2ccccc2CN1)C(C)C)c1ccccc1 (some centres undefined),2,-1.9,-2,5,7,6,-0.6,0.5,-1.2,2
Cc1ccc(S(=O)(=O)N2CCC(C(=O)OCCOc3cccc(C)c3)CC2)cc1,-8,-0.5,8,-6,15,2,4.0,0.0,-0.7,-3
Brc1cccc(CN2CCCCCC2)c1,-12,.,12,10,2,.,1.2,.,-0.2,-1
CCNC(=O)CN(c1ccc(OC)c(OC)c1)S(=O)(=O)c1ccccc1,-17,2.1,17,1,-3,-14,1.3,-0.8,-0.4,-5
O=C(O)CSc1ncnc2sc3c(c12)CCCC3,-20,0.6,20,-1,2,0,0.6,-1.0,0.1,0
O=C(/C(=C/c1cccnc1)n1ccnc1)c1ccc(Cl)cc1Cl,-6,0.7,6,.,-1,.,3.3,2.1,-5.6,-1
Cc1onc(-c2ccccc2Cl)c1C(=O)Nc1ccc(-n2nncc2-c2ccco2)cc1,23,-1.4,-23,-2,18,-1,.,1.4,-2.3,.
COc1ccc(N(CC(=O)Nc2cccc(F)c2)S(=O)(=O)c2c(C)[nH]c(=O)[nH]c2=O)cc1,-8,-2.2,8,.,-3,-11,0.6,4.4,-2.0,-2
O=C(COC(=O)c1ccc(Cl)cc1[N+](=O)[O-])NCc1ccco1,-2,1.1,2,-4,-1,-7,0.9,0.7,0.0,1
COc1cc2c(cc1NC(=S)NC(=O)/C=C/c1ccc(OC)c(OC)c1)oc1ccccc12,33,.,-33,-3,4,1,2.3,.,-3.4,-2
COc1ccc(-c2nc(NC(=O)C3CC(=O)N(c4ccc5c(c4)OCCO5)C3)sc2C)cc1 (centres undefined),74*,0.2,-74,-3,2,-42,2.0,0.3,-0.6,14
Cc1cccc(N2CCN(C(=S)NCCc3ccccc3)CC2)c1C,32,-3.2,-32,-6,10,9,1.0,1.6,0.8,1
COc1ccc(S(=O)(=O)NCc2ccncc2)cc1NC(=O)c1ccccc1C,-11,2.0,11,.,-2,2,-1.5,2.6,-1.1,-1
Cc1ccc(S(=O)(=O)N2CCN(C(=O)COC(=O)c3c(C)noc3C)CC2)c(C)c1,2,1.2,-2,1,4,-2,-2.1,4.4,-1.1,1
CC(=O)c1ccc(OCC(=O)N2CCN(S(=O)(=O)c3ccc(C)cc3C)CC2)cc1,-8,-1.4,8,-1,-5,2,2.5,-3.0,-3.9,1
COc1ccccc1NC(=S)N1CCN(C(=O)c2ccco2)CC1,-36,1.4,36,0,-14,3,0.9,1.6,-0.5,-3
CCOC(=O)c1csc(NC(=O)c2ccccc2)n1,-15,-0.8,15,.,-3,.,0.8,-0.6,-0.6,?
CN(C)C(=O)c1ccc(NC(=O)CSc2nnc(-c3ccc4c(c3)OCO4)o2)cc1,5,.,-5,2,-6,2,-0.1,.,-2.2,0
N#Cc1ccccc1Sc1ccccc1C(=O)OCC(=O)NC1CCS(=O)(=O)C1 (centres undefined),-10,3.1,10,-3,-7,-13,3.4,3.7,-0.5,0
CCc1ccc2c(CN3CCN(Cc4ccccc4)CC3)cc(=O)oc2c1,.,-1.1,.,-4,6,-20,0.1,3.6,-2.5,-3
CCc1ccc(-c2nc(CS(=O)CC(=O)NCc3cccnc3)c(C)o2)cc1 (centres undefined),10,0.7,-10,-23,0,-8,2.3,2.5,.,.
Cc1ccc(Cn2nnc(C(=O)Nc3cc(C)ccc3C)c2N)cc1,-7,0.0,7,3,2,.,0.7,1.6,-2.3,.
Cc1nn(-c2ccccc2)c(Cl)c1C(=O)NCC(C)c1ccccc1 (centres undefined),12,-1.5,-12,-3,3,12,1.4,3.8,-4.1,5
CCCCn1c(N2CCC(Cc3ccccc3)CC2)nc2c1c(=O)[nH]c(=O)n2C,7,-0.8,-7,0,15,1,-0.9,1.1,-0.9,-5
O=C(Nc1ccc(N2CCCC2)cc1)c1cccc(Cl)c1,86*,0.5,-86,-1,-8,102*,-2.5,0.2,0.6,33*
O=C(c1ccc(S(=O)(=O)N2CCCC2)cc1)N1CCCCCC1,-2,0.6,2,67*,-2,7,2.1,0.5,-1.3,-2
COC(=O)c1ccc(N=Cc2c(-c3ccccc3)[nH][nH]c2=O)cc1,-13,3.2,13,-4,-5,2,2.4,0.0,-0.1,4
CCOc1ccc2nc(N/C(N)=N/C(=S)Nc3ccc(OC)cc3)nc(C)c2c1,67,3.9,-67,-2,-5,7,-1.6,0.5,-1.3,0
Cc1ccc(C)n1-c1ccc(N(C)C)cc1,-8,-0.8,8,-3,-5,0,2.6,6.3,-1.4,11
CCC(=O)Nc1ccc(NC(=S)NC(=O)Cc2ccccc2)cc1,-3,-2.6,3,-5,-1,-5,1.2,3.4,-0.9,0
Cc1ccc(C(=O)NC(=S)N2CCCC2)cc1,-17,-0.8,17,-2,4,8,1.2,0.6,-2.4,0
COc1ccc(OC)c(N(CC(=O)Nc2cccnc2)S(C)(=O)=O)c1,.,0.3,.,-3,-1,13,0.5,4.2,-2.0,-2
COC(=O)Cc1cc(OC)c(OC)cc1S(=O)(=O)N(C)C,-16,-1.1,16,-3,-11,-16,1.7,1.7,-1.3,-2
CC(C)(C)c1cc[n+](-c2[nH]c(=O)sc2/C=N/N=C(\[O-])c2cccnc2)cc1,-12,1.6,12,-1,-1,0,1.7,2.5,-0.4,-1
CSc1ccc(NC(N)=S)cc1,-11,-0.6,11,0,-3,-3,2.8,-0.1,-1.1,1
O=C(c1ccc(F)cc1F)N1CCCC(c2nc(-c3ccc(F)cc3)no2)C1 (centres undefined),8,0.1,-8,-2,-4,-7,0.5,-0.8,-1.8,3
CCN(CC)CCNC(=S)Nc1ccc2nc(N3CCN(C)CC3)cc(C)c2c1,.,-2.8,.,-2,-2,27,2.6,-2.6,1.4,-3
COc1ccc(S(=O)(=O)N(CC(=O)NCc2cccnc2)c2ccc(C)cc2)cc1OC,31,0.4,-31,0,2,3,1.7,1.5,0.0,-1
CC(=O)CC(=O)Nc1ncc(C(F)(F)F)cc1Cl,1,-0.4,-1,6,0,-9,1.5,-0.4,0.2,0
COc1ccccc1N1CCN(C(=O)c2ccoc2C)CC1,1,-0.5,-1,-1,-10,-5,2.4,-1.9,0.1,.
NCCCn1c(C(=O)c2cc(Cl)c(N)c(Cl)c2)c2ccc([N+](=O)[O-])cc2[n+]1[O-],-1,12*,1,-2,9,-52,6.7,15*,0.2,3
CC1=NN(c2ccccc2C)C(=O)C1,-8,.,8,-2,-9,0,1.2,.,-1.9,-3
Cn1cc(S(=O)(=O)NC(c2ccccc2)c2ccccc2)c(=O)n(C)c1=O,-1,-0.1,1,0,-2,6,-2.3,-1.3,-2.1,3
COc1ccc(/C(C)=N/NC(=O)CNC(=O)/C=C\c2ccccc2)c(OC)c1,15,1.9,-15,-6,3,-6,1.6,5.5,0.1,-3
O=C(NCC1CCCN1S(=O)(=O)c1cccs1)C(=O)Nc1ccccc1Cl (centres undefined),29,2.1,-29,-2,-2,29,4.1,2.3,-2.3,4

New compounds follow
SMILES,SR-BI HDL uptake,E coli growth,SR-BI DiI-HDL act,CAL PDZ FP-1,Tat transport,MITF TRPM1 HTS,phage Ecoli inh,AddAB inh,CAL PDZ FP-2,Wnt bcat act
COc1ccc(C(=O)Cn2nnc(-c3ccccc3NC(=O)C(F)(F)F)n2)cc1,16,-0.9,-16,5,-7,1,1.7,0.6,.,0
O=C(NCCCN1CCOCC1)c1cc2c(s1)-c1ccccc1OC2,5,-1.6,-5,-7,-3,26,0.6,3.8,-2.6,-1
O=C(C[C@@H]1C/C=C\C[C@@H](Cc2ccc(F)cc2)C(=O)OC[C@@H]2CCCN2C1=O)N[C@H](CO)Cc1ccccc1,-10,-1.6,10,-2,0,-6,1.6,-1.1,-0.5,1
O=C(c1ccc2ccccc2n1)N1CCN(c2ccccc2Cl)CC1,0,2.0,0,-3,-6,41,3.4,4.1,0.4,23
O=C(c1snnc1-c1ccccc1)N1CCOCC1,-31,1.1,31,-4,-6,-1,3.4,4.3,-1.8,-1
